# Bioassay records from PubChem.
# Siah-1 displacement: blockers of Siah-1 interaction with plectin peptide – biochemical, fluorescence polarization, rhodamine-plectin, uHTS, primary screen (AID 1817) | Siah-1 / rhodamine-plectin peptide fluorescence polarization; higher % means a stronger effect | displacement, % at 20 µM, or IC50 in µM where a hit was titrated | actives 0.02% (n = 290,000);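 active = displacement of at least 50% at 20 µM, with a fluorescence ratio check between 0.3 and a set limit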;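 note: plate controls were Siah plus tracer with DMSO for no effect and tracer alone without Siah for full effect; strong numbers were not always called active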
# HIV peptide binding: cell-free HIV fusion peptide-binding blockers – biochemical, uHTS, fluorescence dequenching, primary screen (AID 1986). cell-free peptide binding, fluorescence dequenching, 30 min; higher % means a stronger effect. actives 0.3% (n = 290,000). inhibition, % at 20 µM, or IC50 in µM where a hit was titrated; in the data active = inhibition mostly above about 52%, no sharp cut-off; inactive = mostly below about 76%; note: some results filed as inactive read as strong as hits
# AID2073: disruptors of CaV2.2 binding to Mint1 – biochemical, HTRF (AID 2073) | HTRF protein-protein interaction, Mint1-CaV2.2; higher % means a stronger effect | one-dose inhibition, % at 20 µM; IC50 in µM for titrated hits | actives 0.19% (n = 290,000); in the data active = inhibition mostly above about 51%, no sharp cut-off; inconclusive = no clear call, values can overlap the other calls; inactive = mostly below about 53%; note: some results filed as inactive read as strong as hits
# SV40 large T antigen: SV40 large T antigen inhibitors, biochemical (AID 1903); SV40 large T antigen ATPase/helicase inhibition assay; higher % means a stronger effect; one-dose inhibition, % at 20 µM; IC50 in µM for titrated hits; actives 0.39% (n = 310,000); in the data active = a potency from the dose series; inconclusive = inhibition mostly from about 32% at the one dose, without a potency; inactive = the rest, 99 in 100 with inhibition below about 32%; note: strong numbers were not always called active
# NS5 inhibitors: Dengue-2 NS5 methyltransferase inhibitors, primary screen, biochemical, confirmation dose response (AID 588689). Dengue-2 NS5 methyltransferase capping enzyme assay, biochemical; higher % means a stronger effect. one-dose inhibition, % at 25 µM; IC50 in µM for titrated hits. actives 0.3% (n = 340,000); in the data active = a potency from the dose series; inconclusive = inhibition above about 29% without an active follow-up result
# XIAP displacement: XIAP antagonists, biochemical, IAP family, fluorescence polarization (AID 1018) | XIAP BIR domain, fluorescence polarization peptide displacement; higher % means a stronger effect | displacement, % at 20 µM, or IC50 in µM where a hit was titrated | actives 0.007% (n = 200,000); in the data active = displacement above about 50%; note: a part of the inactive calls stands beside numbers as strong as those of hits
# Rac1 GTP hydrolysis: MgcRacGAP GTPase-activating activity inhibitors, confirmation, biochemical, ADP Hunter fluorescence; MgcRacGAP-stimulated Rac1 GTP hydrolysis, ADP Hunter fluorescence; higher % means a stronger effect; GST-tagged Rac1 F28L mutant substrate; inhibition, % at 30 µM; hits with a dose series show IC50 in µM; actives 0.6% (n = 340,000); AID 624330;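 active = first-screen hits whose inhibition reached a set limit at any dose in the follow-up dose series; inconclusive = inhibition above the set first-screen limit but never retested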;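 note: fluorescence reports GDP produced by GAP-driven GTP hydrolysis; strong numbers were not always called active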
# RSV CPE inhibition: RSV antiviral activity via CPE protection, HEp-2 cells, primary 10 µM value included (AID 2391); HEp-2 cells, RSV-induced CPE inhibition; higher % means a stronger effect; one-dose CPE inhibition, % at 10 µM; IC50 in µM for titrated hits; actives 0.13% (n = 310,000); in the data active = a potency from the dose series; inconclusive = CPE inhibition mostly from about 23% at the one dose, without a potency; inactive = the rest, 99 in 100 with CPE inhibition below about 21%; note: strong numbers were not always called active
# LYP inhibition: inhibitors of LYP phosphatase, biochemical, fluorescence intensity, uHTS (AID 1779) | recombinant LYP phosphatase, fluorescence intensity; higher % means a stronger effect | inhibition, % at 11.5 µM, or IC50 in µM where a hit was titrated | actives 0.054% (n = 290,000); in the data active = inhibition above about 50%;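 note: plate controls were vehicle with enzyme for no effect and no enzyme for full effect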
# NS5 inhibitors pilot replicate: second read-out of NS5 inhibitors, no call of its own (marks repeat the call); inhibition, %; measured here: pilot screen replicate inhibition
# Numbers without * were called inactive; ? = inconclusive; . = not tested or not shown.
SMILES,Siah-1 displacement,HIV peptide binding,AID2073,SV40 large T antigen,NS5 inhibitors,XIAP displacement,Rac1 GTP hydrolysis,RSV CPE inhibition,LYP inhibition,others
O=C(COC(=O)c1cncc(Br)c1)Nc1nnc(-c2ccccc2)o1,32%,18%,9%,26%,-5%,.,9%,3.3%,-6%,
COc1ccc(-c2nc(NCCCN(C)C)c3ccccc3n2)cc1,-4%,1.5%,7%,13%,1%,.,-1%,-1.2%,-6%,
CC(C)(C)[C@@H]1C=C(C(=O)NC2CC2)O[C@H](OCc2ccc(CO)cc2)C1,1%,-1.5%,8%,3%,3%,-5.3%,14%,0.3%,-7%,
O=C(/C=C/c1ccc(Cl)cc1)NC1CCS(=O)(=O)C1 (configuration not stated),8%,-0.5%,10%,4%,4%,-6.4%,6%,0.5%,-2%,
COc1ccc(CCNC(C)C(=O)Nc2ccc(S(N)(=O)=O)cc2)cc1 (configuration not stated),2%,0.1%,28%,6%,-1%,.,8%,1.1%,-8%,
Cc1ccc(-c2csc3nc[nH]c(=S)c23)cc1,-9%,-5.3%,-33%,10%,-4%,-3.2%,5%,7.3%,-1%,
O=C(N/N=C/c1ccc(O)c([N+](=O)[O-])c1)C(O)(c1ccccc1)c1ccccc1,-2%,3.6%,2%,8%,14%,.,8%,0.1%,5%,
CC(C)(C)NS(=O)(=O)c1ccc(NC(=O)C2CC(=O)N(CCc3ccc(F)cc3)C2)cc1 (configuration not stated),-8%,6.9%,-2%,-2%,-5%,.,-2%,-0.5%,0%,
CC(C)(C)S(=O)(=O)c1ccc2nc3c(n2c1)CCCC3,2%,-2.0%,3%,8%,-6%,0.6%,3%,2.3%,-8%,
CCn1c(SCC(=O)N(C)C2CCS(=O)(=O)C2)nnc1-c1ccccc1 (configuration not stated),3%,2.0%,22%,4%,0%,-6.1%,9%,4.4%,-4%,
O=C(Nc1ccccc1F)C(=O)Nc1cccc2ccccc12,-5%,-0.1%,3%,2%,5%,.,0%,4.5%,-8%,
Cc1ccc(C(CNS(=O)(=O)c2ccc(C)cc2)N2CCN(C)CC2)cc1 (configuration not stated),.,.,.,9%,4%,.,9%,-2.6%,.,

# Gathered by group: the entries above containing a halogen (4)
SMILES,Siah-1 displacement,HIV peptide binding,AID2073,SV40 large T antigen,NS5 inhibitors,XIAP displacement,Rac1 GTP hydrolysis,RSV CPE inhibition,LYP inhibition,others
O=C(COC(=O)c1cncc(Br)c1)Nc1nnc(-c2ccccc2)o1,32%,18%,9%,26%,-5%,.,9%,3.3%,-6%,
O=C(/C=C/c1ccc(Cl)cc1)NC1CCS(=O)(=O)C1 (configuration not stated),8%,-0.5%,10%,4%,4%,-6.4%,6%,0.5%,-2%,
CC(C)(C)NS(=O)(=O)c1ccc(NC(=O)C2CC(=O)N(CCc3ccc(F)cc3)C2)cc1 (configuration not stated),-8%,6.9%,-2%,-2%,-5%,.,-2%,-0.5%,0%,
O=C(Nc1ccccc1F)C(=O)Nc1cccc2ccccc12,-5%,-0.1%,3%,2%,5%,.,0%,4.5%,-8%,

# Other structures follow.
SMILES,Siah-1 displacement,HIV peptide binding,AID2073,SV40 large T antigen,NS5 inhibitors,XIAP displacement,Rac1 GTP hydrolysis,RSV CPE inhibition,LYP inhibition,others
CCC(C(=O)Nc1nccs1)(C(F)(F)F)C(F)(F)F,-5%,0.8%,16%,0%,-4%,-2.6%,0%,-0.1%,6%,
CC1CCC2(CC1)NC(=O)N(CC(=O)c1cccn1C)C2=O (configuration not stated),2%,13%,3%,1%,-10%,-3.6%,4%,0.7%,-8%,
COc1ccc(NC(=O)C(c2ccccn2)N(C(C)=O)c2ccc(C)cc2)cc1 (configuration not stated),0%,1.6%,-38%,6%,3%,-7.2%,9%,0.0%,-4%,
O=C(O)c1ccc(COc2ccccc2Cl)cc1,-2%,-1.8%,1%,18%,6%,-5.9%,-1%,-1.2%,-12%,
COc1ccc(S(=O)(=O)c2ccc(OC)cc2)cc1,-1%,0.3%,?,3%,-10%,-4.5%,4%,0.5%,0%,
CCNC(=O)C(=O)Nc1cc2c3c(c1)CCC(=O)N3CCC2,-7%,0.5%,7%,2%,-11%,.,9%,-0.4%,-12%,
CCCC1(CCC)NC(=O)N(CC(=O)c2cc(C)n(-c3ccc4c(c3)OCO4)c2C)C1=O,4%,1.3%,-7%,12%,-1%,1.7%,4%,2.3%,5%,
O=C(c1ccco1)N1CCN(/C(=N/S(=O)(=O)c2cccs2)c2ccccc2Cl)CC1,3%,-2.4%,32%,4%,-7%,-4.3%,15%,1.6%,-10%,
Cc1ccc2c(c1)nnn2C1CCN(CC(=O)NCc2ccccc2F)CC1,1%,0.4%,7%,-3%,.,-19%,6%,2.5%,-4%,
CCN(CC)CCCC1(CN)OCCc2ccccc21 (configuration not stated),0%,-0.9%,-10%,1%,-3%,-3.7%,20%,-1.7%,-1%,
COc1ccc([C@H]2CC(=O)c3c(O)cc(O)cc3O2)cc1O,16%,-1.6%,11%,15%,-4%,.,9%,1.9%,-7%,
COc1ccc(Cc2nnc(NC(=O)c3c(-c4ccccc4)noc3C)s2)cc1,-2%,2.9%,3%,5%,3%,-1.8%,10%,2.5%,-5%,
CCn1cc(S(=O)(=O)c2ccc(Cl)cc2)c(=O)c2cc(OC)ccc21,1%,-1.5%,3%,13%,6%,.,12%,0.7%,-10%,
O=S(=O)(NCCc1ccccc1)c1cnc(Cl)c(Br)c1,2%,0.1%,7%,.,-5%,.,5%,.,-10%,
CC(=O)NS(=O)(=O)c1ccc(NC(=O)/C=C/c2ccc(C)o2)cc1,0%,5.4%,6.9µM*,29%,-1%,-4.7%,28%,1.9%,-1%,
O=C(CCN1C(=O)c2ccccc2C1=O)N1CCN(C(=O)c2ccccc2)CC1,-3%,-1.3%,-2%,-7%,0%,-9.2%,9%,-0.3%,2%,
O=C(NCc1ccco1)C1(c2ccc(Br)cc2)CCCC1,-5%,26%,0%,-10%,2%,-6.4%,11%,0.2%,-8%,
O=C(CN1CCSCC1)N/N=C/c1ccc(Cl)cc1,4%,-1.4%,-3%,0%,.,-8.4%,.,1.4%,1%,
CC(=O)c1ccc(N=C2NC(=O)C(CO)(CO)S2)cc1,6%,1.4%,-4%,4%,-1%,.,.,1.3%,-8%,
Cn1c(Cc2csc(N)n2)nnc1SCC(=O)NCc1ccccc1,-6%,-1.0%,-5%,13%,-2%,-5.3%,16%,-0.8%,-8%,
CC1CN(S(=O)(=O)c2ccc(C(=O)NCCCn3ccnc3)cc2)CC(C)O1 (configuration not stated),-9%,-0.4%,-2%,6%,4%,3.9%,14%,-2.6%,-3%,
O=C(NCCCn1ccnc1)C1CC2CCC1C2 (configuration not stated),6%,0.7%,-6%,24%,-2%,-3.1%,8%,1.2%,0%,
COc1ccc(C(C)NC(=O)C2CCCC2)cc1OC (configuration not stated),4%,0.9%,2%,5%,-12%,.,4%,1.5%,-9%,
C/C(=N\NC(=O)CCc1ccccc1)c1ccc(Br)cc1,-1%,2.0%,-2%,21%,1%,0.6%,8%,2.5%,0%,
CCCOc1ccc(C2NC(=S)NC(C)=C2C(=O)c2ccccc2)cc1OC (configuration not stated),-2%,-3.4%,-15%,31%,7%,-2.7%,-6%,2.3%,4%,
CC(=O)Nc1ccc(S(=O)(=O)Nc2ccc3c(c2)C(=O)OC3)cc1,1%,0.8%,33%,10%,.,1.8%,.,2.2%,3%,
N#C/C(=C\c1ccc(OC(=O)c2ccccn2)cc1)C(N)=O,6%,2.4%,2%,21%,0%,-9.6%,11%,1.6%,-3%,
CCn1cc(C(=O)NC(C)C2CC3CCC2C3)cn1 (configuration not stated),2%,1.9%,45%,11%,4%,-3.6%,4%,1.9%,-3%,
COC(c1ccccc1)c1nnc(CCC(=O)N2CCN(CCOc3ccccc3)CC2)o1 (configuration not stated),10%,-1.4%,?,3%,-6%,-5.1%,6%,-0.7%,0%,
COc1ccc(C2C(C(C)=O)=C(O)C(=O)N2c2ccc(F)cc2)cc1 (configuration not stated),11%,-1.2%,28%,13%,-2%,.,7%,2.2%,-4%,NS5 inhibitors pilot replicate=-1.5
CN1CCC2(CC1)N=C(c1ccc(F)cc1)C(=S)N2C(=O)c1ccc(C(C)(C)C)cc1,-7%,1.4%,-27%,-4%,20%,-7.9%,12%,0.6%,-3%,
CCOc1ccc(-n2c(=O)c3c(C)c(C)sc3n(CC(=O)NCc3ccco3)c2=O)cc1,2%,2.2%,13%,9%,-7%,-5.0%,9%,-0.1%,3%,
CCC(C)NC(=O)C1CCC(CNS(=O)(=O)c2ccc3c(c2)N(C(C)=O)CCO3)CC1 (configuration not stated),3%,-1.6%,6%,2%,-7%,.,10%,.,-12%,
Cc1nc2ccccc2n1CC(O)COc1ccc(Br)cc1 (configuration not stated),14%,-0.2%,4%,13%,-6%,-2.5%,9%,-1.8%,-9%,
CC(C)C(NC(=O)c1cccnc1)C(=O)O (configuration not stated),11%,0.0%,5%,11%,-4%,-4.1%,-5%,-0.3%,-8%,
CCOC(=O)c1cc(-c2ccco2)nc2c1c(C)nn2CCC#N,8%,13%,19%,12%,37%,-1.1%,7%,1.7%,3%,
O=C(Cn1cnc2c(oc3ccccc32)c1=O)c1ccccc1,-2%,3.5%,-15%,9%,-1%,-4.7%,7%,3.3%,-10%,
COc1ccccc1Cc1nc(-c2ccc(C)cc2)no1,-3%,0.2%,-5%,8%,-6%,-8.0%,4%,1.2%,3%,
ClCCCc1cn(C[C@H]2CC[C@@H]([C@@H]3CC[C@H](Cn4cc(CCCCl)nn4)O3)O2)nn1,2%,0.2%,8%,9%,-6%,.,10%,0.8%,-8%,
O=C(c1ccc(Cl)cc1)N1CCN(CCOc2ccccc2)CC1,15%,-0.1%,2%,6%,1%,.,8%,13%,-5%,
CCCn1c(SCC(=O)c2[nH]c(C)c(C(C)=O)c2C)n[nH]c1=O,-1%,0.5%,-6%,20%,-15%,.,17%,-0.3%,-13%,
CC(C)(C)c1cc(=O)[nH]c(SCc2ccccc2)n1,2%,2.7%,0%,11%,1%,-0.7%,13%,0.7%,1%,
NC(=O)/C=C\c1cn(-c2ccccc2)nc1-c1ccc2c(c1)OCCO2,-4%,0.6%,9%,11%,-8%,1.2%,10%,7.4%,4%,
COc1cccc(/C=N/NC(=O)c2ccoc2C)c1,-3%,0.1%,-8%,15%,-5%,.,5%,0.2%,-2%,
CCOC(=O)Cc1csc(NS(=O)(=O)c2ccc(OC)cc2)n1,4%,0.7%,47%,20%,-2%,-1.7%,1%,-0.6%,-2%,
Cc1c(Cl)cccc1-c1ccc(CNCc2ccccn2)o1,-1%,-0.3%,-6%,15%,-1%,.,9%,11%,-14%,NS5 inhibitors pilot replicate=-4.3
COc1ccc(C(C(=O)NC2CCCC2)N(CCO)C(=O)Cn2nnc(-c3ccc(C)o3)n2)cc1 (configuration not stated),7%,1.1%,5%,10%,-9%,.,5%,1.7%,-8%,
